FBW7 act = activators of human E3 ligase FBW7; Q969H0; normalized activity (activation), % at 26.1 µM; actives 0.13% (n = 650,000); AlphaScreen FBW7–phospho-cyclin E peptide binding, activator screen; AID 1259310; in the data active = normalized activity above about 1.9%;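 also: purified mutant Fbw7 with reduced substrate affinity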
Target sequence (Q969H0 whole entry, looked up): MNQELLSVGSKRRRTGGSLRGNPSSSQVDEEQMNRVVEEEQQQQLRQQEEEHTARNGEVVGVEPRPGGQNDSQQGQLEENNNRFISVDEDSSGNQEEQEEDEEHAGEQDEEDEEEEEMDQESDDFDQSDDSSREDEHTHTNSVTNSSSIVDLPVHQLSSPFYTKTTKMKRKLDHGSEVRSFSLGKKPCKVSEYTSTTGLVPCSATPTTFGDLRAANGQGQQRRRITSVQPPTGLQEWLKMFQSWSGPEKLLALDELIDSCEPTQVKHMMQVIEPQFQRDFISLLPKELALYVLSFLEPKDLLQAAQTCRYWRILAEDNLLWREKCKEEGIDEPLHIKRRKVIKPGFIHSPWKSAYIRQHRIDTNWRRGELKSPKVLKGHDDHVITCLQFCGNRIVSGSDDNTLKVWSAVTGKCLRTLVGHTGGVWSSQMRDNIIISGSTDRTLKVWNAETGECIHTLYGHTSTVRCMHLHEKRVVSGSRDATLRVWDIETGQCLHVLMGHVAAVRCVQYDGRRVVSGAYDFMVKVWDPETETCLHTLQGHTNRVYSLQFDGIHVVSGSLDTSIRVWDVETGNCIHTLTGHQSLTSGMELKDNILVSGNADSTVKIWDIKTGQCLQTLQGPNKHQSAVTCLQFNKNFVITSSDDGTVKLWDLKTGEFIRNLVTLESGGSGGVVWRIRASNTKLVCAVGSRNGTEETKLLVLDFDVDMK
TEAD-YAP block = TEAD-YAP interaction inhibition; HEK-TIYL cells, TEAD-Gal4/YAP UAS-luciferase luminescence; AID 1259422; actives 1.4% (n = 640,000); inhibition, % at 9.12 µM; in the data active = inhibition above about 32%;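 also: 0% = median of test compound wells and 100% = reference inhibitor wells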
MITF inh = inhibitors of human MITF. O75030. inhibition, % at 2.6 µM. AlphaScreen MITF homodimerization, bead proximity signal. AID 1259374. actives 0.91% (n = 650,000); in the data active = inhibition above about 50%;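 also: 0% = vehicle wells with protein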
GPR151 activ = activators of human GPR151; activation, % at 11.2 µM; PathHunter beta-arrestin GPR151 cells, luminescence; actives 1% (n = 650,000); Q8TDV0; in the data active = activation above about 4.9%;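 also: 0% = median of compound wells and 100% = cells with positive control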
Target sequence (Q8TDV0 whole entry, looked up): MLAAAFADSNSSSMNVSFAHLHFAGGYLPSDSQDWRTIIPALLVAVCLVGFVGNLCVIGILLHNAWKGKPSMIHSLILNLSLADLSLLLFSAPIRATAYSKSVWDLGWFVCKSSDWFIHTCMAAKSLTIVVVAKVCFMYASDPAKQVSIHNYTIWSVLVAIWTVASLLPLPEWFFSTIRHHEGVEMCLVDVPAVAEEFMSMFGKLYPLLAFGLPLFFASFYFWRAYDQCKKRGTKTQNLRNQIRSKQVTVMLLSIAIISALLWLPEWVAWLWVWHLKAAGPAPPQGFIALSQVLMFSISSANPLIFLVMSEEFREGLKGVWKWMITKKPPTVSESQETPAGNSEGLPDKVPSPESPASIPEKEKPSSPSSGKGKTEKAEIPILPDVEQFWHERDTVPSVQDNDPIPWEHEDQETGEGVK
Active calls of the source: *. Rows were taken by chance; overall some 3.4% were active at least once.

A first look (11 entries):
SMILES | FBW7 act | TEAD-YAP block | MITF inh | GPR151 activ
CC(NC(=O)C12CC3CC(CC(C3)C1)C2)C(=O)NCCO (stereo unspecified) | 0.0 | 1.7 | 18.3 | -1.1
COc1ccc(S(=O)(=O)N2CCCCC2)cc1Br | 0.6 | -9.5 | 23.7 | 0.6
COc1ccccc1Cn1c(SCC(=O)NCc2ccccc2)nc2ccccc2c1=O | 0.0 | 8.2 | 4.1 | 1.8
CCOC(=O)c1cc(Cc2ccccc2)sc1NC(=S)NCCCN1CCCC1=O | 0.1 | -0.8 | 4.5 | 1.8
N#CCCn1cc(C(=O)Nc2cccc(C(=O)O)c2)c(-c2ccc(F)cc2)n1 | 0.0 | -2.3 | 0.0 | 0.0
O=C1Cc2cc(S(=O)(=O)NCc3ccncc3)cc3c2N1CCC3 | 0.8 | 8.4 | 15.8 | -2.0
CCN(CC)c1ccc(/C=N\NC(=O)CSc2nc(C)cc(C)n2)c(O)c1 | 0.0 | 10.0 | -2.8 | -0.7
O=C(CSc1cn(CC(=O)N2CCCC2)c2ccccc12)Nc1ccc2c(c1)OCO2 | 0.1 | -15.2 | 0.8 | -0.3
CN(C(=O)COC(=O)c1cc(=O)c2ccccc2o1)c1ccccc1 | -0.1 | 2.6 | -6.6 | -0.3
CCOC(=O)C1(CCOC)CCN(Cc2c(C)nn(CC)c2C)CC1 | 0.1 | -0.3 | 8.7 | 0.5
O=C(NCc1ccccc1)c1ccc2nc(-c3cccs3)sc2c1 | 0.1 | -26.5 | 11.2 | 1.5

All compounds of this part, from the first entry:
SMILES | FBW7 act | TEAD-YAP block | MITF inh | GPR151 activ
CC(NC(=O)C12CC3CC(CC(C3)C1)C2)C(=O)NCCO (stereo unspecified) | 0.0 | 1.7 | 18.3 | -1.1
COc1ccc(S(=O)(=O)N2CCCCC2)cc1Br | 0.6 | -9.5 | 23.7 | 0.6
COc1ccccc1Cn1c(SCC(=O)NCc2ccccc2)nc2ccccc2c1=O | 0.0 | 8.2 | 4.1 | 1.8
CCOC(=O)c1cc(Cc2ccccc2)sc1NC(=S)NCCCN1CCCC1=O | 0.1 | -0.8 | 4.5 | 1.8
N#CCCn1cc(C(=O)Nc2cccc(C(=O)O)c2)c(-c2ccc(F)cc2)n1 | 0.0 | -2.3 | 0.0 | 0.0
O=C1Cc2cc(S(=O)(=O)NCc3ccncc3)cc3c2N1CCC3 | 0.8 | 8.4 | 15.8 | -2.0
CCN(CC)c1ccc(/C=N\NC(=O)CSc2nc(C)cc(C)n2)c(O)c1 | 0.0 | 10.0 | -2.8 | -0.7
O=C(CSc1cn(CC(=O)N2CCCC2)c2ccccc12)Nc1ccc2c(c1)OCO2 | 0.1 | -15.2 | 0.8 | -0.3
CN(C(=O)COC(=O)c1cc(=O)c2ccccc2o1)c1ccccc1 | -0.1 | 2.6 | -6.6 | -0.3
CCOC(=O)C1(CCOC)CCN(Cc2c(C)nn(CC)c2C)CC1 | 0.1 | -0.3 | 8.7 | 0.5
O=C(NCc1ccccc1)c1ccc2nc(-c3cccs3)sc2c1 | 0.1 | -26.5 | 11.2 | 1.5
O=S1(=O)CC2N=C(Nc3ccc(F)cc3F)SC2C1 (stereo unspecified) | -0.1 | -5.2 | 10.8 | -0.4
C=CCNC(=O)C(=O)NCc1ccc(C)cc1 | 0.1 | -7.9 | 7.3 | -0.4
CCCCCc1nnc(NC(=O)CS(=O)(=O)Cc2ccccc2)s1 | 0.0 | 2.4 | -2.9 | 0.9
O=C(NCc1ccco1)C(Cc1ccccc1)N1C(=O)c2ccccc2C1=O (stereo unspecified) | 0.0 | 7.2 | 1.2 | 1.9
c1ccc(-c2nnc3sc(CN4CCC5(CC4)OCCO5)cn23)cc1 | 0.4 | -6.7 | 15.7 | -0.4
C#CCOC(=O)CCCC(=O)Nc1nc2ccccc2s1 | 0.1 | -59.8 | 2.8 | -4.0
Cc1ccc2c(c1)CN(CC(=O)NCc1ccncn1)CC(C)O2 (stereo unspecified) | -0.2 | -5.0 | 8.8 | 0.3
CC1CCCC(N2CCN(S(=O)(=O)Cc3ccccc3)CC2)C1 (stereo unspecified) | -0.1 | 1.9 | -1.3 | 0.3
Cc1nn(-c2ccc(Nc3ccc(NC(=O)c4cccc(F)c4)cc3)nn2)c(C)c1C | 0.0 | -21.9 | -13.4 | 7.6*
O=C(COc1ccc(F)cc1)Nc1nc2ccc(Cl)cc2s1 | -0.1 | 14.4 | 5.4 | 0.1
C=CCNC(=O)c1cc(-c2cccc(Cl)c2)on1 | 0.0 | -44.9 | -0.5 | 0.8
COc1ccc(CCn2c(=S)[nH]c3cc(C(=O)NCc4cccnc4)ccc3c2=O)cc1OC | -0.1 | -7.8 | 0.8 | -0.6
O=C1Nc2ccc([N+](=O)[O-])cc2C12NN=C(c1ccccc1)S2 (stereo unspecified) | 0.1 | -43.5 | 8.7 | 5.0*
CCN(CC)C(=O)CSc1nc2cc(OC)c(OC)cc2cc1C#N | 0.3 | -0.8 | 7.3 | -1.4
CCOc1ccccc1C(=O)N1CCC(c2nc3ccc(C)cc3[nH]2)CC1 | 0.0 | -5.4 | 10.8 | -1.3
Cc1nnc(N2C(=O)C(=O)/C(=C(/O)c3ccc(Cl)cc3)C2c2ccccc2F)s1 (stereo unspecified) | -0.1 | 2.5 | -3.0 | 1.7
Cc1cc(NC(=O)CN2C(=O)C3C4C=CC(C4)C3C2=O)ccc1Br (stereo unspecified) | 0.1 | -13.5 | -3.9 | 1.7
COC1CCCC(C(=O)N2CCC[C@@H]2Cn2nc(-c3cccs3)ccc2=O)C1 (stereo partly specified) | 0.0 | -7.1 | 15.0 | 0.3
CN1CCN(c2ccc(/C=C/c3[nH]c(=O)[nH]c(=O)c3[N+](=O)[O-])cc2[N+](=O)[O-])CC1 | -0.1 | 5.5 | -0.5 | 2.7
COc1ccc(C2C(C#N)=C(N)OC3=C2C(=O)CC(C)(C)C3)cc1COc1ccc(F)cc1 (stereo unspecified) | 0.0 | -9.8 | 12.2 | 1.3
COc1cccc(NC(=O)CSc2nnc(-c3ccc(Cl)c(Cl)c3)n2N)c1 | -0.2 | 3.4 | 0.5 | 1.7
CCCCc1[nH]nc2c1C1(CCN(CC)CC1)C(C#N)=C(N)O2 | -0.1 | 0.4 | 11.5 | 0.8
CCCSc1ncc(Cl)c(C(=O)Nc2cc(OC)ccc2OC)n1 | 0.0 | -3.7 | 3.8 | 0.1
CCCCc1nc2ccccc2c(NC(=O)CN(CCCC)CCCC)c1CCC | 0.3 | -7.3 | 83.1* | 1.7
Cc1ccc2ccc(C(Nc3ccccn3)c3cccs3)c(O)c2n1 (stereo unspecified) | -0.1 | 15.5 | 14.2 | -0.7
Cc1ccc(N(CC(N)=O)S(=O)(=O)c2ccc(F)cc2)cc1 | -0.1 | 4.8 | -16.9 | -0.3
O=C(NCCCCl)C1c2ccccc2Oc2ccccc21 | -0.2 | -4.1 | -0.6 | -0.5
CCOC(=O)c1ccc(-n2sc3c(c2=S)-c2cc(C)ccc2NC3(C)C)cc1 | 0.3 | 10.2 | 75.8* | -1.0
CN1CCc2c(sc3c2C(=O)NC(/C=C\c2ccccc2[N+](=O)[O-])N3)C1 (stereo unspecified) | 0.8 | -7.9 | 8.9 | -1.1
Cc1ccc(OCCN)c(Br)c1 | 0.4 | -1.3 | 2.6 | 1.5
CCn1c(CSc2nc3ccccc3[nH]2)n[nH]c1=S | 0.4 | 8.0 | 5.5 | -1.6
O=C(NCc1ccco1)c1c[nH]c2ccc(S(=O)(=O)N3CCc4ccccc43)cc2c1=O | -0.2 | 20.4 | 21.3 | -0.4
CCCCNC(=O)c1cc(=O)[nH]c2ccc(S(=O)(=O)N(CC)CCCC)cc12 | -0.1 | -0.9 | -0.5 | 0.6
COc1ccc(/C=C(/NC(=O)c2ccccc2Br)C(=O)NCCO)cc1 | -0.3 | 6.3 | -21.6 | -1.0
CC(C)(C)c1ccc(S(=O)(=O)Nc2ccc(C(=O)O)cc2)cc1 | 0.1 | -4.6 | -5.5 | 0.7
COc1ccc(C(c2sc3ncnn3c2O)N2CCCC(C)C2)cc1OC (stereo unspecified) | -0.1 | 9.8 | -12.4 | -2.2
COC(=O)C1CCN(C(=O)Cc2ccc(OC)c(OC)c2)CC1 | -0.2 | 4.6 | 8.6 | 4.0
COCC1CCCN(C(=O)C2CCCN(c3nc(C)c4ccc(OC)cc4n3)C2)C1 (stereo unspecified) | 0.2 | 3.6 | 10.2 | 2.4
CC(C)=CC(=O)CC(C)(O)c1ccccc1 (stereo unspecified) | 0.0 | 3.8 | -9.2 | -1.0
(continued)
SMILES | FBW7 act | TEAD-YAP block | MITF inh | GPR151 activ
Cc1ccc(C)c(C(=O)COC(=O)CN2C(=O)C3C4CCC(C4)C3C2=O)c1 (stereo unspecified) | 0.9 | -3.7 | 24.5 | -1.1
CCS(=O)(=O)Nc1cccc(N2CCC(NCCN3CCCc4ccccc43)CC2)c1 | 0.1 | 3.3 | 14.1 | -0.5
CCCS(=O)(=O)N1CCCC(C(=O)NCC(OC)OC)C1 (stereo unspecified) | 1.1 | -15.1 | 18.3 | -0.4
CC(C)N(CCNc1ncnc2c1nc(Nc1cccc(N(C)C)c1)n2C(C)C)C(C)C | -0.3 | -5.3 | -5.2 | 0.9
Cc1nnc(SCC(=O)N2CCN(S(=O)(=O)c3ccccc3)CC2)[nH]c1=O | -0.2 | 0.8 | 1.6 | -1.9
CC(C)Nc1nc(-c2ccc(Cl)cc2)c(S(C)(=O)=O)cc1C#N | 0.3 | -13.1 | 57.5* | 1.8
C/C(CCc1ccccc1)=N/NC(=O)Nc1ccccc1 | 0.1 | -41.5 | 5.1 | 0.5
COc1cc(S(=O)(=O)Nc2ccc(Cl)cc2)ccc1NC(=O)CC(C)(C)C | 0.0 | 6.2 | 8.0 | 0.2
Cc1ccc(-c2nc(CSCC(=O)NCCCN3CCOCC3)c(C)o2)cc1 | -0.1 | 0.2 | 0.5 | 0.6
Cc1ccccc1N1CC(O)(c2ccc(F)cc2)[N+]2=C1CCCC2 (stereo unspecified) | -0.1 | -3.1 | 4.8 | -0.1
O=C(O)c1ccc(CNCCc2ccccc2Cl)s1 | 0.0 | -8.9 | -4.8 | 4.3
CC(C)CNS(=O)(=O)c1ccc(OCC(=O)N2CCOCC2)c(Cl)c1 | -0.2 | -4.7 | -4.1 | -0.6
COCCN1C(=O)/C(=C/c2sccc2C)SC1=S | 0.0 | -3.2 | 3.2 | 0.3
CCN(CC)c1nc(C)nc2sc(C(=O)Nc3ccc(Oc4ccccc4)cc3)c(C)c12 | -0.2 | -11.4 | -12.2 | -0.2
CCOCCOC(=O)C1=C(C)NC(=S)NC1c1ccc(N(CC)CC)cc1 (stereo unspecified) | 0.0 | 6.6 | 7.0 | 0.7
CCCCC(=O)Nc1nc2c(C)cc(Cl)cc2s1 | 0.0 | -2.5 | -3.5 | 0.7
CCOC(=O)N1CCC(N2CCN(C(C)=O)CC2)CC1 | 0.1 | -11.5 | 4.9 | 0.2
CCOC(=O)c1cnc2c(OC)cccc2c1Nc1cccc(C(=O)O)c1 | -0.1 | -2.7 | 11.4 | 5.3*
OC(CNCCc1ccc(Cl)cc1)COCc1cccs1 (stereo unspecified) | -0.2 | 0.7 | 20.2 | 2.0
CCOc1cc(CN2CCSCC2)ccc1O | 0.0 | 3.6 | 15.2 | 0.2
CC(=O)NCCNC(=O)CCCCCNc1nc(=S)[nH]c2ccccc12 | -0.3 | 7.5 | -1.9 | 0.7
CCOC(=O)CCCN(Cc1ccc(F)cc1)S(=O)(=O)c1cc(C)ccc1C | -0.1 | -1.4 | -15.8 | -0.8
CCN(CC)S(=O)(=O)c1ccc(C(=O)NCc2nnc(SCC(=O)N3N=C(c4cccs4)CC3c3ccc(C)cc3)n2C)cc1 (stereo unspecified) | 0.3 | 8.1 | 4.0 | -1.1
COc1cccc(CSc2nc(N)cc(N)n2)c1 | 0.0 | -3.6 | -14.5 | 1.0
CCN(C(=O)c1cn(CC(C)C)c(=O)c2cc(OC)c(OC)cc12)c1ccccc1C | -0.1 | -25.7 | 15.3 | 0.0
Cc1cccc(NS(=O)(=O)c2cc(C(=O)Nc3ccccc3)ccc2Br)c1 | 0.1 | 3.7 | 10.3 | 1.4
COc1ccc(C(=O)NC(=S)NCc2ccccc2)cc1OC | -0.4 | 13.4 | 4.9 | 2.4
Cc1cc(C)n2c(SC(C)C(=O)Nc3ccc(N4CCOCC4)cc3)nnc2n1 (stereo unspecified) | -0.1 | 3.5 | -1.9 | 0.2
Cc1cc(C)nc(OCc2ccccc2C)n1 | 0.4 | 6.9 | 6.5 | -1.5
C/C(=N\NC(=O)Cc1cc(=O)[nH][nH]1)c1ccco1 | -0.3 | 7.4 | 59.5* | -0.9
CC12CC(NC(=O)N1c1cccc(C(=O)NCc3ccccc3)c1)c1ccccc1O2 (stereo unspecified) | 0.1 | -1.7 | 3.7 | -0.3
O=C(Nc1ccc(-n2cccn2)cc1)C1CCN(C/C=C/c2ccccc2)CC1 | 0.1 | -21.3 | -12.9 | 0.0
O=C(c1ccco1)N1CCN(C(=O)c2cc3cc([N+](=O)[O-])ccc3oc2=O)CC1 | -0.3 | 6.5 | -5.8 | 1.2
Cc1cc(C)c(C#N)c(SCC(=O)c2ccccc2O)n1 | 0.0 | -7.1 | -1.8 | 2.5
Cc1nnc(-c2ccc(N3CCc4ccccc4C3)c([N+](=O)[O-])c2)o1 | -0.4 | 45.3* | 22.0 | 1.4
COc1ccc(-c2nc3ccccc3o2)cc1NC(=O)COc1ccc(C)cc1 | 0.9 | -5.8 | 13.2 | 0.1
CNCC[C@@H](Oc1ccccc1)c1ccccc1 | -0.1 | -8.3 | 5.3 | 0.3

Source: PubChem BioAssay (The Scripps Research Institute Molecular Screening Center)
